Screening results from PubChem BioAssay.
Smad3 FoxH1 inh – blocks human Smad3 binding to FoxH1 peptide; P84022; TR-FRET Smad3/Dy647-FoxH1 peptide binding, europium anti-His; inhibition, % at 25 µM; 88,000 tested, 0.29% active; AID 630;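 active = compounds that reduce the energy-transfer binding signal between the protein and its labelled peptide by more than half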;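 also: 0% = Smad3 plus labelled peptide maximal FRET and 100% = peptide-only background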
MT1-MMP txn act – activates MT1-MMP transcription; HT1080 MT1-MMP promoter luciferase reporter, luminescence, overnight; hits give high values; activation factor at 10 µM; 86,000 tested, 0.16% active;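 active = activation factor of at least 2 for MT1-MMP transcription at 10 µM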
Fibroblast inh – blocks proliferation of human lung fibroblasts; LL 47 human lung fibroblast viability, ATP luminescence; hits give low values; viability, % at 10 µM; 85,000 tested, 1.1% active; AID 719;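 active = viability at or below 50% in the single dose screen; inactive = viability above 50%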;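 also: compound exposure lasted 72 h before the ATP readout; 100% = median luminescence of untreated cell-only wells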
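test system = LL 47 human lung fibroblasts | amount = 1,150 fibroblasts seeded per well | medium = 15% FBS in IMEM | times = overnight cell rest, 72 h compound treatment at 37 °C | measured by = CellTiter-Glo luminescence measuring cellular ATP | read-out = viability percentage against median untreated-cell control | benchmarks = cell-only wells, no compound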
H69AR growth 86K – growth inhibitors of human H69AR lung tumor cells; H69AR lung tumor viability, ATP luminescence, 72 h; hits give low values; viability, % at 10 µM; 85,000 tested, 6% active; AID 598;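 active = viability at or below 40%; inactive = viability above 40%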;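 also: multidrug resistant small cell line overexpressing MRP-1 efflux transporter; 100% = mean luminescence of untreated control wells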
ERa SRC1 inh – blocks coactivator binding to human estrogen receptor alpha; 86,000 tested, 1.7% active; AID 629; TR-FRET ER-alpha LBD / SRC-1 peptide, estradiol-bound; P03372; inhibition, % at 25.6 µM; in the data active = inhibition above about 50%;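 also: 0% = receptor plus peptide control and 100% = peptide only without receptor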
HUVEC inhibit – inhibitors of human endothelial cell proliferation; HUVEC proliferation, CellTiter-Glo luminescence, 72 h; hits give low values; viability, % at 10 µM (by protocol); 86,000 tested, 1.1% active;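 active = viability at or below 30%; inactive = viability above 30%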;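 also: 100% = median luminescence of DMSO-only cell control wells on each plate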
CD11b adhes enh – enhancers of human CD11b/CD18 binding to fibrinogen; P05107+P11215; 93,000 tested, 0.07% active; K562 CD11b/CD18 adhesion to fibrinogen, ATPlite luminescence; AID 1499; activation, % at 10 µM;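 active = 10 µM primary screen giving 50% or more activity, confirmed by 40% or more on retest at that dose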; also: strong numbers were not always called active
Target sequence (P05107 whole entry, looked up, other chains not shown): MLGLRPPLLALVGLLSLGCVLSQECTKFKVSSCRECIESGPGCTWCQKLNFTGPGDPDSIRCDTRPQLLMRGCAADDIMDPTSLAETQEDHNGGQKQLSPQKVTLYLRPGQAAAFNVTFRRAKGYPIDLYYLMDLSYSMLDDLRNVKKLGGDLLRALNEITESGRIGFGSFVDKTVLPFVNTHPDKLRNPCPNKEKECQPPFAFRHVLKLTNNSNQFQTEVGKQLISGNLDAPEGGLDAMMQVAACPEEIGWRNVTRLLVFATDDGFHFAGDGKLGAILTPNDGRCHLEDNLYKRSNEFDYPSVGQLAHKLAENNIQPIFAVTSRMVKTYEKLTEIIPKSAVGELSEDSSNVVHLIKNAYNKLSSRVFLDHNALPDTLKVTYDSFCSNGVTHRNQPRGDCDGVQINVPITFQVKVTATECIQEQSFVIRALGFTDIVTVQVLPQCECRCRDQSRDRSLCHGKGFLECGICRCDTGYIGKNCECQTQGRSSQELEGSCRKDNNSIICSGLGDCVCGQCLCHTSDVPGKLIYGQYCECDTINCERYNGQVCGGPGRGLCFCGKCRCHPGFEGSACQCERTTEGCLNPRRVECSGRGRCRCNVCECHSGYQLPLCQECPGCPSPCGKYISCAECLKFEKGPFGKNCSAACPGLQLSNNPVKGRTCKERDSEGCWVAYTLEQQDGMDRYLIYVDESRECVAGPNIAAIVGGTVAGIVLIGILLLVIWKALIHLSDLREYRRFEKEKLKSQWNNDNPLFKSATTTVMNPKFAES
ERb coact inh – ER-beta (human) coactivator binding inhibition. TR-FRET ER-beta LBD / SRC1-Cy5 peptide binding; receptor agonist-loaded with 1 µM estradiol. 86,000 tested, 1.3% active. inhibition, % at 25.6 µM. Q92731;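 active = compounds whose percent inhibition of the receptor-coactivator binding signal exceeds about 50% in the single-dose screen, limit read from the data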;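 also: 0% = receptor plus peptide wells without compound and 100% = peptide-only wells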
ERa coact pot – ER-alpha (human) coactivator binding potentiation. coactivator binding (% of control), % at 25.6 µM. AID 639. 86,000 tested, 1.3% active. P03372. TR-FRET ERalpha-LBD/SRC-Cy5 coactivator binding, 2 h; 100 = basal binding, no effect; in the data active = activity above about 200%;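 also: binding measured in presence of low estradiol as agonist stimulus; 0% = peptide alone without receptor and 100% = receptor with peptide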
The depositor's hits bear a star; nt = not tested or not shown; [ ] = remark or other dose.

compound	Fibroblast inh	Smad3 FoxH1 inh	H69AR growth 86K	HUVEC inhibit	CD11b adhes enh	MT1-MMP txn act	ERb coact inh	ERa coact pot	ERa SRC1 inh
Cc1ccc(C(=O)CCC2CCCC2=O)cc1 (centres undefined)	112	-10	92	104	nt	1.8	0	91	0[fluorescence artefact?]
O=C1NC(c2cccs2)Nc2ccccc21 (centres undefined)	100	4	61	100	1	1.2	7	112	-3
CCOC(=O)c1ccc(Oc2nc(NC(C)(C)C)nc(N(C)C)n2)cc1	96	0	93	94	3	nt	-2	157[fluorescence artefact?]	-8
COc1cccc(NC(=O)C2CCN(c3ncccn3)CC2)c1	110	2	91	93	2	1	-1	108	-4
CCCn1c(=S)[nH]c2cc(OC)c(OC)cc2c1=O	93	4	35*	90	-2	1.1	-3	80	-6
CCc1cccc2c(=O)c(C(=O)N3CCOCC3)c[nH]c12	104	2	96	104	-2	1.1	11	115[fluorescence artefact?]	2
CCOCCCNS(=O)(=O)c1ccc(Br)cc1	97	6	93	94	3	1.1	-1	110	-5
CCCC1(CCC)NC(=O)NC1=O	106	-1[fluorescence artefact?]	104	93	1	1.3	-3	97[fluorescence artefact?]	18
Cc1ccc(-c2nnn(CC(=O)N(CC3CCCO3)C(C(=O)NC3CCCC3)c3ccc(F)cc3)n2)o1 (centres undefined)	107	-1	59	92	0	1	-2	102	1
CCCCOc1ccc(C(=O)Oc2ccc(C)nc2)cc1	97	-3	106	102	2	nt	-3	112	2

Already shown: entries from further up.
compound	Fibroblast inh	Smad3 FoxH1 inh	H69AR growth 86K	HUVEC inhibit	CD11b adhes enh	MT1-MMP txn act	ERb coact inh	ERa coact pot	ERa SRC1 inh
Cc1ccc(C(=O)CCC2CCCC2=O)cc1 (centres undefined)	112	-10	92	104	nt	1.8	0	91	0[fluorescence artefact?]
O=C1NC(c2cccs2)Nc2ccccc21 (centres undefined)	100	4	61	100	1	1.2	7	112	-3
CCOC(=O)c1ccc(Oc2nc(NC(C)(C)C)nc(N(C)C)n2)cc1	96	0	93	94	3	nt	-2	157[fluorescence artefact?]	-8
COc1cccc(NC(=O)C2CCN(c3ncccn3)CC2)c1	110	2	91	93	2	1	-1	108	-4
CCCn1c(=S)[nH]c2cc(OC)c(OC)cc2c1=O	93	4	35*	90	-2	1.1	-3	80	-6
CCc1cccc2c(=O)c(C(=O)N3CCOCC3)c[nH]c12	104	2	96	104	-2	1.1	11	115[fluorescence artefact?]	2

(listing goes on)
compound	Fibroblast inh	Smad3 FoxH1 inh	H69AR growth 86K	HUVEC inhibit	CD11b adhes enh	MT1-MMP txn act	ERb coact inh	ERa coact pot	ERa SRC1 inh
CC(Cc1ccccc1)N/C=C1/CC(=O)NC1=O (centres undefined)	103	-15	93	104	3	1.1	12[fluorescence artefact?]	76[fluorescence artefact?]	-6
CS(=O)(=O)N(CC(=O)N1CCC(C(N)=O)CC1)c1ccc(Oc2ccccc2)cc1	nt	-2	97	103	-2	1.1	4	124	-7
CN(C)c1ccc(C(=O)c2ccc(O)cc2O)cc1	109	-6	51	95	nt	1.3	-8	80	-11
Cc1ccc(CSCCNC(=O)c2ccc(Cl)c(S(=O)(=O)N3CCOCC3)c2)cc1	90	-2	85	89	3	1.1	0	109	6
CCOc1cccc(C(=O)Nc2ccc(N3CCN(S(C)(=O)=O)CC3)cc2)c1	97	4	64	101	-3	1.1	0	119[fluorescence artefact?]	-4
CCCCN(CCCC)S(=O)(=O)c1ccc(C(=O)Nc2nnc(COC)o2)cc1	67	-5	27*	34	0	1.1	-12	129	-10
NC(=O)c1c(NC(=O)COC(=O)CSc2nnc(-c3ccc(Cl)cc3)o2)sc2c1CCC2	99	11	83	91	65	1.2	46	41[fluorescence artefact?]	58*[fluorescence artefact?]
CCC(C)[C@@H](NC(=O)OC(C)(C)C)c1nnc(S(=O)(=O)Cc2cccc(C)c2)o1 (some centres undefined)	6.2*	10	1.6*	76	0	1	-8	100	-6
Cc1cccc(CCNS(=O)(=O)c2cnc[nH]2)c1	106	-1	101	95	-2	1.1	1[fluorescence artefact?]	112	5
CC(=O)Nc1ccc2c(c1)CCCN2C(=O)c1ccccc1	98	4	90	103	-2	1.1	-2	99	3
COC(=O)CNC(=O)C12CC3(C)CC(C)(CC(C)(C3)C1)C2	104	-3	110	102	0	1	-21[fluorescence artefact?]	108	-18
CCOC(=O)c1cccc(NC(=O)COC)c1	99	-1	92	99	-4	1.1	-2	97	-3
CCOC(=O)c1ccccc1NC(=O)CSc1nc2ccccc2n1CC(=O)N1CCCC1	98	9[fluorescence artefact?]	70	96	0	1	2	101	13
Cc1nc2ccc(NC(=O)c3c(-c4ccccc4)noc3C)cc2s1	94	5	94	108	0	1	-6	116	-2
O=C(c1ccc2c(c1)C(=O)N(Cc1ccco1)C2O)N1CCOCC1 (centres undefined)	93	4	82	85	-1	1	12[fluorescence artefact?]	123	-1
COC(=O)CSc1nc(C2CC2)nc2ccccc12	106	2	92	85	-2	1.1	-11	115	-7
COc1ccc2c(C(F)(F)F)cc(=O)oc2c1C	103	-2	91	95	nt	1	-12	103	-4
N#CC1=C(N)Oc2cc3ccccc3cc2C1c1cccnc1 (centres undefined)	70	-10	20*	67	0	0.7	25[fluorescence artefact?]	78	5
Cc1nc2sc(C(c3cccs3)N3CCN(C(=O)c4ccco4)CC3)c(O)n2n1 (centres undefined)	96	-1	95	99	-2	1.1	2[fluorescence artefact?]	91	-2
N#C/C(=C/c1ccc(Sc2nc3ccccc3[nH]2)o1)c1ccccc1F	98	-10	41	51	-8	1	-13	93	-2

Profiles, looked up by structure:
CCOC(=O)c1cccc(NC(=O)COC)c1 reads Fibroblast inh = 99; Smad3 FoxH1 inh = -1; H69AR growth 86K = 92; HUVEC inhibit = 99; CD11b adhes enh = -4; MT1-MMP txn act = 1.1; ERb coact inh = -2; ERa coact pot = 97; ERa SRC1 inh = -3
N#CC1=C(N)Oc2cc3ccccc3cc2C1c1cccnc1 (centres undefined) reads Fibroblast inh = 70; Smad3 FoxH1 inh = -10; H69AR growth 86K = 20*; HUVEC inhibit = 67; CD11b adhes enh = 0; MT1-MMP txn act = 0.7; ERb coact inh = 25[fluorescence artefact?]; ERa coact pot = 78; ERa SRC1 inh = 5

Following part
compound	Fibroblast inh	Smad3 FoxH1 inh	H69AR growth 86K	HUVEC inhibit	CD11b adhes enh	MT1-MMP txn act	ERb coact inh	ERa coact pot	ERa SRC1 inh
C=C(C)Cn1c(SCC(=O)O)nnc1-c1ccc(OC)cc1	102	2	103	98	-2	1.3	1	99	-4
CCN(C1CCCCC1)S(=O)(=O)c1cc(C)ccc1OC	81	6	95	99	2	1	-9	110	2
O=S(=O)(c1ccc2c(c1)OCCO2)N1CCC(c2nc3ccccc3[nH]2)CC1	102	6	nt	89	-2	1	13	106	1
O=C(Nc1cccc2ncccc12)C12CC3CC(CC(C3)C1)C2	103	9	98	96	-3	1	3	89	5
O=C(CN1C(=O)CSC1=O)N1CCCCC1	98	-4	80	88	nt	1.2	-4	98	-8
O=C(NCc1ccc2c(c1)OCO2)C1CCCN1C(=O)Nc1ccccc1 (centres undefined)	100	-3	101	97	-2	1	24[fluorescence artefact?]	91	10
CC(=O)Oc1ccc2oc3c(c2c1)C(=O)CCC3	103	0	102	87	0	1.2	-6	121[fluorescence artefact?]	-2
O=C(COc1ccc(Cl)cc1Cl)NC(=O)N1CCOCC1	99	-14	90	96	1	1.5	14	103	17
COc1ccc(C(=O)Nc2ccc(CN3CCOCC3)cc2)cc1	100	11	98	106	3	1.5	13	101	-2
CCOC(=O)c1sc(NC(=O)CSc2nnc(-c3ccco3)o2)c(C(=O)OCC)c1C	102	9	nt	91	-2	1.2	9	119[fluorescence artefact?]	20

Retrieved one by one from the entries so far:
compound	Fibroblast inh	Smad3 FoxH1 inh	H69AR growth 86K	HUVEC inhibit	CD11b adhes enh	MT1-MMP txn act	ERb coact inh	ERa coact pot	ERa SRC1 inh
CCOC(=O)c1sc(NC(=O)CSc2nnc(-c3ccco3)o2)c(C(=O)OCC)c1C	102	9	nt	91	-2	1.2	9	119[fluorescence artefact?]	20
CC(=O)Oc1ccc2oc3c(c2c1)C(=O)CCC3	103	0	102	87	0	1.2	-6	121[fluorescence artefact?]	-2

Remaining list, next part
compound	Fibroblast inh	Smad3 FoxH1 inh	H69AR growth 86K	HUVEC inhibit	CD11b adhes enh	MT1-MMP txn act	ERb coact inh	ERa coact pot	ERa SRC1 inh
CCOCCCNC(=O)c1ccccc1Br	93	-13	108	113	-1	1.1	1	136	-2
CCCCCCCCNC(=O)CCNC(=O)c1ccc(C(C)(C)C)cc1	94	5	86	69	1	1	0	96	6
CCOc1ccc(-n2c(C)nnc2SCC(=O)N(CC)CC)cc1	105	-5	106	102	-3	0.9	-4	84	-3
COc1cccc(CNC(=O)C2CCN(Cc3cnn(-c4ccccc4)c3-n3cccc3)CC2)c1	89	0	56	81	0	nt	8	85	-2
COc1ccc(C2CC(C(F)(F)F)n3nc(C(=O)N(C)Cc4cn(C)nc4C)c(Cl)c3N2)cc1 (centres undefined)	94	-1	87	99	nt	1.2	-8	92	-2
COc1ccccc1-n1nnnc1SCC(=O)Nc1cc(C)on1	104	-2	83	93	0	1.1	17[fluorescence artefact?]	100	25
Cc1ccc(S(=O)(=O)c2c(N)n(/N=C/c3ccco3)c3nc4ccccc4nc23)cc1	101	-10	108	101	2	1.3	24[fluorescence artefact?]	112[fluorescence artefact?]	0[fluorescence artefact?]
Cn1cccc1Cc1nnc(SCC(=O)Nc2nc3ccccc3s2)n1CCc1ccccc1	76	5	5.4*	43	0	1	-5	104[fluorescence artefact?]	2[fluorescence artefact?]
Clc1cccc(Cl)c1Cn1cnc(=NCc2ccco2)c2[nH]cnc21	73	2	72	86	-2	1	-3	91	-7
N#CC1=C(N)SC(N)=C(C#N)C1C1CC=CCC1 (centres undefined)	100	-5	101	97	-5	1.2	-4	99	-2
Cc1ccc(S(=O)(=O)NC(CC(C)C)C(=O)NCc2ccco2)cc1 (centres undefined)	96	-32	95	100	-2	0.9	3	102	-8
NC(=O)CSC1=Nc2ccccc2C2=NC(CC(=O)NCc3cccs3)C(=O)N12 (centres undefined)	105	-8	88	91	-2	1.1	8[fluorescence artefact?]	96[fluorescence artefact?]	11[fluorescence artefact?]
CCOC(=O)C1CCN(Cc2nc3ccc(Cl)cc3n2CCO)CC1	102	14	104	96	nt	1.1	16	124[fluorescence artefact?]	11
Cc1onc(-c2ccccc2Cl)c1C(=O)NC1CCS(=O)(=O)C1 (centres undefined)	95	1	93	95	-2	1.1	1	108	4
COC(=O)c1ccc(Sc2ccc(C)cc2)c(N)c1	93	10	97	101	-2	1.9	4	84[fluorescence artefact?]	10
Cc1cc(N2CCN(S(=O)(=O)Cc3ccccc3)CC2)n2ncnc2n1	97	-4	91	107	0	1.4	0	116	-18
O=C(c1ccc2c(c1)OCCO2)C1CCN(C(=O)c2ccc(F)c(F)c2)CC1	88	6	52	103	0	1.1	-3	105	-6
Cc1ccc2oc(=O)n(Cc3ccccc3OC(C)C)c2c1	96	7	nt	88	1	1.1	-7	114	-7
Cn1c(=O)c2c(nc(CN3CCN(Cc4ccccc4)CC3)n2Cc2ccc(Cl)cc2)n(C)c1=O	45*	-6	10*	70	12	1.3	-4[fluorescence artefact?]	90[fluorescence artefact?]	10[fluorescence artefact?]
CC(C)CNS(=O)(=O)c1ccc(OCC(=O)Nc2ccc3c(c2)OCO3)c(Cl)c1	93	-5	66	67	-3	1.1	1	108	6
COc1ccc(NC(=O)CC2Sc3ncnn3C2=O)cc1 (centres undefined)	100	0	95	106	0	1.2	-8	93	2
Cc1csc(SCC(=O)Nc2ncc(Cl)c(C)c2Cl)n1	112	-9	90	96	nt	0.9	32	71[fluorescence artefact?]	8[fluorescence artefact?]

Only part of the results is shown; count on the stated rates, not on these rows.
